NPC1 prom act – activators of NPC1 promoter. 2.4% of 320,000 active. AID 485313. Huh7 NPC1 promoter luciferase reporter, 24 h. Potency, µM (titrated, usually from 9.22 µM), without a hit: top-dose activation, usual class: activators;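 note: potency is the fitted concentration of half-maximal effect; % of control where 0% means no effect; nearly all actives have a fitted effect of over 60% in size; reporter is driven by a mutant NPC1 promoter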
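Cells: Huh7 expressing luciferase under the NPC1 promoter, 1500/well. Seeded 2 h, compound added, incubated 24 h at 37 °C. Luciferase reagent, 10 min ambient, then luminescence.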
KCNH2 3.1 block – blocks the human KCNH2 3.1 channel isoform. U2OS KCNH2 3.1, thallium flux FluxOr; active compounds read low. activity change, % (tested at about 1.8 µM). 0.95% of 340,000 active. AID 720553;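 active = maximum activity change below -70%; inconclusive = maximum activity change from -70% to -50%; inactive = maximum activity change above -50%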;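 note: thallium influx rate constant from kinetic fluorescence after stimulation buffer; % is set by controls: 0 for no effect and ±100 for the full control effect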
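FluxOr-based Tl+ influx in U2OS cells transduced with KCNH2 3.1 virus; rate constants normalized to DMSO controls.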
RORg inh – blocks mouse ROR gamma transcriptional activity. Drosophila S2 Gal4-RORgamma UAS-luciferase reporter, 20 h. Potency, µM (titrated, usually from 53.6 µM), inactives show top-dose activity change, negative = inhibition, actives largely listed as inhibitors. 5.4% of 310,000 active. AID 2551; note: potency is the fitted concentration of half-maximal effect; % is set by controls: 0 for no effect and ±100 for the full control effect; nearly all actives have a fitted effect of over 60% in size
Target sequence (P51450 whole entry, looked up, the tested form may be a part): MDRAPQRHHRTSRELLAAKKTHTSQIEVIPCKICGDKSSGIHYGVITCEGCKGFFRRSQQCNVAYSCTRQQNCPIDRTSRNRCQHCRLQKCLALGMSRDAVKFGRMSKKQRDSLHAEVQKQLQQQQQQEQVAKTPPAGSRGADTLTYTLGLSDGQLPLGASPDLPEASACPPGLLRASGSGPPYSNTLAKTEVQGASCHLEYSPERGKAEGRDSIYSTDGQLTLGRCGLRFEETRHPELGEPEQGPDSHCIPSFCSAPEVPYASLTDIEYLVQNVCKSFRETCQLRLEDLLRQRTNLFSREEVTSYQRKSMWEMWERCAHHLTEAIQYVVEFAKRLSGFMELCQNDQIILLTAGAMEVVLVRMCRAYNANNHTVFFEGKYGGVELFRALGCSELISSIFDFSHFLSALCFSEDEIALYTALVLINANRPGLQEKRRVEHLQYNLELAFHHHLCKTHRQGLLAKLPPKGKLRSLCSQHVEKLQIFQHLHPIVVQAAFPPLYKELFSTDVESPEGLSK
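Stably transfected Drosophila Schneider cells are the test system, with ROR gamma fused to Gal4 and luciferase under UAS control; luminescence is read after 20 hr of 700 uM copper sulfate induction at ambient temperature.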
Coupling enz – counter-screen for Giardia aldolase inhibitors: coupling enzyme system. coupling enzyme system counterscreen, AmpLite Red fluorescence. activity change, negative = inhibition, % at 58.2 µM, hits read low. 0.67% of 290,000 active. AID 2472; in the data active = activity change below about -30%; note: % is set by controls: 0 for no effect and ±100 for the full control effect
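Fluorescence at 525 nm excitation and 598 nm emission measured inhibition of the coupled detection system without aldolase. Compounds (at 57.5 uM final) were preincubated 10 min at room temperature with coupling enzyme reagent before a 20 min substrate/AmpLite Red step.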
Tb PFK inh – T. brucei PFK enzyme inhibition. O15648. T. brucei PFK, ADP-Glo luminescence. 0.17% of 330,000 active. Potency, µM (series often up to 57.5 µM), for the others: at the top dose activity, negative = inhibition, hits mostly inhibitors;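 note: potency is the fitted concentration of half-maximal effect; 0% = uninhibited 1x PFK enzyme wells and -100% = no-enzyme wells; nearly all actives have a fitted effect of over 60% in size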
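In TEA buffer at pH 8.0 with 5 mM MgCl2, enzyme (1.25 nM) converted F6P (0.5 mM) and ATP (0.1 mM) for 45 min at room temperature. ADP product was read by luciferase luminescence.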
Giardia killer – kills Giardia lamblia | 0.15% of 340,000 active | Giardia lamblia trophozoite viability | activity change, % at 7.66 µM, hits read low; in the data active = activity change below about -80%; inconclusive = between about -30% and that limit;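 note: parasites exposed to compound for two days anaerobically before the ATP read; % is set by controls: 0 for no effect and ±100 for the full control effect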
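Trophozoite viability was measured as ATP-dependent luminescence, read 15-30 min after reagent addition. Before that, parasites at 100 cells/well were exposed to compounds for 48 h, anaerobically, at 37 deg C.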
uPA generation – cell surface uPA generation inhibition; cell surface uPA generation assay, qHTS; Potency, µM (top dose mostly 38.3 µM), inactives show at the highest dose activity change, negative = inhibition, usual class: inhibitors; 0.31% of 330,000 active; AID 540303; active = well fitted inhibition curve with a large enough effect; inconclusive = small, poorly fitted or top-dose-only effect; inactive = no such curve, though single readings can be large or run the other way; tested in mouse RAW 264.7 cells; note: potency is the fitted concentration of half-maximal effect; % is set by controls: 0 for no effect and ±100 for the full control effect; nearly all actives have a fitted effect of over 55% in size
VP16 counter – counter-screen for ROR gamma inhibitors: Gal4-VP16 reporter; Drosophila S2 Gal4-VP16 UAS-luciferase, luminescence, 20 h; Potency, µM (series often up to 53.6 µM), inactives show at the highest dose activity, negative = inhibition, usual class: inhibitors; 3.5% of 310,000 active;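 note: Gal4-VP16 expression switched on by copper sulfate through the metallothionein promoter; potency is the fitted concentration of half-maximal effect; % is set by controls: 0 for no effect and ±100 for the full control effect; nearly all actives have a fitted effect of over 50% in size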
ELG1 genotoxic – inducers of genotoxicity in HEK293T ELG1-luciferase cells; HEK293T ELG1-luciferase reporter, luminescence, 16 h; Potency, µM (doses to about 46 µM), inactives show top-dose activity change, positive = activation, actives largely listed as activators; 1.3% of 330,000 active; AID 504466; note: potency is the fitted concentration of half-maximal effect; % of control where 0% means no effect; nearly all actives have a fitted effect of over 60% in size
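Luminescence read-out: rising ELG1-luciferase signal, reflecting elevated ELG1 protein under genetic stress, flags genotoxic compounds. Cells were treated for 16 hr at 37 °C before ONE-Glo detection.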
FLuc counter – firefly luciferase modulation, counter-screen for miR-21 project. 6.9% of 360,000 active. Potency, µM (series often up to 57.5 µM), inactives show at the top dose activity change, negative = inhibition, usual class: inhibitors. AID 588342. purified FLuc, Km substrates, luminescence inhibition;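 note: potency is the fitted concentration of half-maximal effect; plate controls were vehicle for no effect and reference inhibitor for full effect; nearly all actives have a fitted effect of over 55% in size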
Target sequence (P08659 whole entry, looked up): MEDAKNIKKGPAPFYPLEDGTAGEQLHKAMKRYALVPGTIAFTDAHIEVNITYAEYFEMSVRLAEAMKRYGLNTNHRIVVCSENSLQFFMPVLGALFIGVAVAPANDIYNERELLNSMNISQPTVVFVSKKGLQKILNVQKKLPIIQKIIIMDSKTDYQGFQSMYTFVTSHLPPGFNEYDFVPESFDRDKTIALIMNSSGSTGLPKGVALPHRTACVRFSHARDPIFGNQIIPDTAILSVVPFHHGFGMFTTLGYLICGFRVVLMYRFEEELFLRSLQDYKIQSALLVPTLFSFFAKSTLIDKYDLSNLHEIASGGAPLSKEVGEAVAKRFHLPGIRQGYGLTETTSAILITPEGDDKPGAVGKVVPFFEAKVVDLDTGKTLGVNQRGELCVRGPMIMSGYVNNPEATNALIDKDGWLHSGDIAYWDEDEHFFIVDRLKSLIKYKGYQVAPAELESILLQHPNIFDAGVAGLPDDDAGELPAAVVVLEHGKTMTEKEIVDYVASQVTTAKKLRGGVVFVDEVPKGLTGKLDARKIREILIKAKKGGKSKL
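Purified P. pyralis luciferase, 10 nM final, with Km-level 10 uM D-luciferin and 10 uM ATP in 50 mM Tris acetate pH 7.5, 10 mM Mg acetate, 0.01% Tween-20, 0.05% BSA; 6-point qHTS titration about 60 µM downward; luminescence read.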
Rab9 prom act – activators of Rab9 promoter. Huh7 Rab9 promoter-luciferase reporter, luminescence, 24 h. Potency, µM (top dose mostly 9.22 µM), for inactives: at the top dose activation, negative = inhibition, usual class: activators. 2.8% of 320,000 active; note: potency is the fitted concentration of half-maximal effect; % of control where 0% means no effect; nearly all actives have a fitted effect of over 60% in size
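Quantitative HTS format; Huh7 Rab9-luciferase reporter cells (1500/well) receive compound 2 h post-plating, incubate 24 h at 37 °C, then get luciferase reagent for 10 min before luminescence reading.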
Numbers without * were called inactive; ? = inconclusive; . = not tested or not shown; & = joins results of further samples; [ ] = remark or other dose. Unless noted, calls come from the whole dose curve; as a rule, active = well fitted curve in the direction sought with a large enough effect; inconclusive = small, poorly fitted or top-dose-only effect, or another doubt; inactive = no such curve, though single readings can be large; an effect the other way counts as inactive or inconclusive.

SMILES	NPC1 prom act	KCNH2 3.1 block	RORg inh	Coupling enz	Tb PFK inh	Giardia killer	uPA generation	VP16 counter	ELG1 genotoxic	FLuc counter	Rab9 prom act
CC(C)C(NC(=O)C1CCCCC1)C(=O)NCc1ccccn1 (stereo not given)	2%	-13	-21%	2	-2%	-6	-1%	-7%	4%	-1%	12%
CSc1ccc(CN2CCC(n3nccc3NC(=O)CCCc3ccccc3)CC2)cc1	-4%	-114*	37%	.	0%	42[activator]	-9%	?	-10%	3%	-6%
COc1ccc(NC(=O)/C=C/c2cccc(F)c2)cn1	2µM*	21	?	-10	0%	-7	-6%	7%	?	7.6µM*	2.2µM*
COc1cc(N)ccc1NC(=O)c1cccs1	26%	-3	?	-10	15%	7	-3%	?	12%	-20%	0%
COc1ccc(NC2CCCN(C(=O)CCCN3CCCCC3=O)C2)cc1 (stereo not given)	-1%	5	-11%	0	-4%	-10	3%	2%	-4%	2%	3%
O=S(=O)(c1ccccc1)c1cc(O)ccc1O	-7%	2	19%	-3	-4%	29	-4%	4%	1%	-2%	-9%
Cn1c(=O)cc(OCCCC(=O)NC2CCCC2)c2ccccc21	-3%	12	?	2	1%	15	.	-2%	?	1%	-2%
Cn1ncc(Cl)c1C(=O)N1CCN(c2ccc(Cl)c(Cl)c2)CC1	-6%	.	36%	.	-26%	-4	-2%	?	-12%	3%	-7%
O=C(NCc1ccc2c(c1)OCO2)C1CCCN(S(=O)(=O)c2cccnc2)C1 (stereo not given)	-3%	19	1%	-1	4%	2	-3%	-5%	1%	1%	-2%
CCN(CC)S(=O)(=O)c1cc(NC(=O)CNc2c(C)n(C)n(-c3ccccc3)c2=O)ccc1C	-5%	15	34%	-2	-1%	4	8%	-1%	-6%	-2%	6%
CCn1nc(C)c(CNC(=O)CC2C(=O)NCCN2CC(C)C)c1C (stereo not given)	8%	1	13%	3	2%	10	2%	-20%	-1%	4%	-1%
Cc1cccc(C(=O)Nc2sc3c(c2C(=O)O)CCC3)c1	?	0	-15%	-23	3%	-8	-30%	5%	6%	17µM*	26%
O=C(N/N=C/C(c1ccccc1)c1ccccc1)c1ccccc1F	0%	4	6%	0	-21%	-25	4%	-7%	-7%	-4%	1%
C#CCCc1cscc1/C=[N+](\[O-])c1ccc(C(=O)OCC)cc1	24%	-17	.	.	-7%	9	3%	.	12%	-13%	-7%
COc1ccc(CNS(=O)(=O)c2cc(OCC(N)=O)c(C)cc2Cl)cc1	-2%	-18	1%	-2	0%	-5	-1%	0%	0%	0%	-4%
CC(C)(C)C1C=C(Sc2ccccc2)C(=O)O1 (stereo not given)	0%	-9	-31%	3	-1%	30	-8%	?	-4%	-14%	-2%
CCN1CCN(C(c2cccs2)C(C)NC(=O)c2ccccc2)CC1 (stereo not given)	-4%	10	-28%	1	0%	-6	2%	-2%	-3%	7%	-5%
CCc1c(C)nn(C(=O)/C(C#N)=C\N(C)C)c1C	-4%	-10	1%	2	-2%	-10	4%	1%	-1%	-1%	-4%
CCOc1ccc(N(C(=O)c2snc(C(N)=O)c2N)C(C(=O)NCC2CCCO2)c2ccc(C)o2)cc1 (stereo not given)	0%	-1	3%	1	8%	3	-5%	13%	0%	13µM*	1%
Cc1cccc(CCN2C(N(C)C)=NC[C@@H]2Cc2ccccc2)c1	.	-48	.	.	0%	1	10µM*	.	0%	.	.
Cc1oc(-c2ccccc2Cl)nc1CS(=O)CC(=O)NC1CC1 (stereo not given)	-1%	8	-6%	.	3%	20	13%	0%	5%	-1%	-3%
CCCNc1nc2c(c(=O)[nH]c(=O)n2C)n1CCCc1ccccc1	-1%	0	8%	-2	-2%	9	-2%	-6%	0%	-1%	-4%
CCn1c(SCC(=O)Nc2ccc3c(c2)OCO3)nnc1-c1ccccc1O	5%	15	?	-6	6%	4	9%	1%	-11%	-18%	1%
CCn1c(Cc2ccc(OC)cc2)nnc1SCC(=O)Nc1cccc(C(=O)OC)c1	-2%	-34	?	1	-6%	2	2%	-14%	-6%	-13%	9%
CCOc1ccc2nc(NC(=O)c3ccco3)sc2c1	0.32µM*	23	?	-2	-10%	-20	-12%	?	1.3µM*	0.67µM*	0.32µM*
O=C(Cc1ccccc1Cl)N1CCN(c2ccccn2)CC1	-5%	12	-1%	0	-7%	10	6%	-1%	-3%	5%	-5%
C[C@@H]1OC(Nc2ccc(N=Nc3ccccc3)cc2)[C@H](O)[C@H](O)[C@H]1O (stereo not given in full)	?	-22	25%	2	-3%	-6	8%	2%	11%	24µM*	?
S=C(Nc1ccccc1)N1CCCCCC1	7%	-1	-1%	3	-2%	3	1%	?	-1%	-9%	1%
O=C(N=Nc1c(O)[nH]c2ccccc12)c1ccc2c(c1)OCO2	2.2µM*	-1	?	0	-1%	-82*	?	?	?	0.6µM*	0.56µM*
N=c1c(S(=O)(=O)c2ccc(F)cc2)cc2c(=O)n3ccccc3nc2n1CC1CCCO1 (stereo not given)	-4%	-19	-2%	.	3%	-7	-4%	17%	2%	0%	-2%
Cc1ccc(NC(=O)c2ccc(OCc3c(C)noc3C)cc2)cc1	-1%	.	-8%	1	0%	.	.	22%	-7%	-10%	1%
COC(=O)CN1C(=S)N(Cc2ccccc2)C(=O)C1CC(=O)Nc1ccc(OC)cc1 (stereo not given)	0%	-4	75%	-2	-4%	11	7%	?	-3%	0%	1%
CS(=O)(=O)N(Cc1ccccc1)c1ccc(C(=O)NCC2CCCO2)cc1 (stereo not given)	3%	19	9%	14	-7%	19	-4%	-6%	0%	3%	1%
COc1ccc(-c2ccc(=O)n(Cc3ccc([N+](=O)[O-])cc3)n2)cc1	1%	-48	3%	1	-24%	5	-8%	3%	7%	2%	-1%
CCOc1ncccc1C(=O)Nc1ccc(F)c(F)c1	-1%	-3	-2%	-2	-4%	-5	.	3%	-5%	-6%	7%
COc1cccc(-c2nc(CS(=O)CC(=O)NCc3ccc4c(c3)OCO4)c(C)o2)c1 (stereo not given)	-4%	-1	-18%	3	1%	-3	-9%	1%	-2%	0%	6%
COc1ccc(/C=C/C(=O)NCc2cn(C)nc2C)cc1COc1ccc(Br)cc1	-3%	0	13%	0	-1%	16	.	-8%	-1%	0%	0%
N=c1oc2ccc3ccccc3c2cc1-c1nnc2n1CCCCC2	0%	0	22%	0	-2%	5	-10%	3%	8%	2%	-1%
COC(=O)C1Cc2c([nH]c3ccccc23)C2(CCN(Cc3ccccc3)CC2)N1 (stereo not given)	-1%	-81*	-5%	1	-1%	19	-3%	-3%	-11%	-3%	-8%
CN(CC(=O)Nc1ccccc1Cl)C(=O)Cn1cnc2ccc(Cl)cc2c1=O	-3%	-2	.	.	-8%	-18	-5%	.	1%	-2%	-2%
CC(=O)c1ccc(S(=O)(=O)N2CCC(NC(=O)c3ccccc3)CC2)cc1	2%	3	9%	0	-5%	-1	9%	-1%	-8%	1%	0%
CCn1c(=O)c2c3c(sc2n2cnnc12)CCC3	1%	0	0%	0	3%	9	-3%	4%	3%	-1%	5%
COc1ccc(C(C#N)C2(C)OCCO2)cc1OC (stereo not given)	0%	2	-7%	3	-1%	-1	-7%	2%	10%	-2%	-1%
NC(=O)N=Nc1c(O)[nH]c2c(Br)cc(Br)cc12	-8%	.	-8%	3	1%	.	.	1%	2%	2%	-2%
O=[N+]([O-])c1cc(S(=O)(=O)Nc2cccc(Cl)c2)ccc1N/N=C/c1ccc(N2CCOCC2)cc1	0%	2	-11%	4	6%	?	14%	-7%	-3%	?	-8%
COC(=O)c1ccc(COC(=O)C2CCN(S(=O)(=O)c3c(Cl)cccc3Cl)CC2)o1	0%	-12	.	.	-5%	-1	0%	.	-2%	-1%	-5%
CCc1nnc(NC(=O)CN2C(=O)/C(=C/c3ccc(OC)c(OC)c3)SC2=S)s1	-5%	.	-2%	2	-2%	.	.	3%	-5%	?	1%
CC(C)(C)OC(=O)C[C@H]1C/C=C\C[C@@H](CC(=O)N(CCO)Cc2ccccc2)C(=O)N[C@@H](c2ccccc2)COC1=O	.	-2	.	.	0%	-12	-3%	.	-9%	.	.
O=C(Cc1cc(=O)[nH][nH]1)N/N=C/C(Cl)=C/c1ccccc1	3%&4%	-6&-1	31%&12%	8&7	-2%&9%	-15&-10	6%	-4%&-2%	0%&2%	24µM*	1%&-11%

Quoted at random: 2 records from the list.
SMILES	NPC1 prom act	KCNH2 3.1 block	RORg inh	Coupling enz	Tb PFK inh	Giardia killer	uPA generation	VP16 counter	ELG1 genotoxic	FLuc counter	Rab9 prom act
CCn1c(=O)c2c3c(sc2n2cnnc12)CCC3	1%	0	0%	0	3%	9	-3%	4%	3%	-1%	5%
CC(C)(C)OC(=O)C[C@H]1C/C=C\C[C@@H](CC(=O)N(CCO)Cc2ccccc2)C(=O)N[C@@H](c2ccccc2)COC1=O	.	-2	.	.	0%	-12	-3%	.	-9%	.	.
